High-throughput results deposited in PubChem BioAssay by Dana-Farber Cancer Institute and Novartis Institutes for BioMedical Research (Cambridge, Mass).
USP30 block: human USP30 deubiquitinase inhibition; Q70CQ3; purified USP30, Ub-rhodamine cleavage fluorescence; inhibition, % at 25 µM; 47,000 compounds, 5.3% hits
Target sequence (Q70CQ3 whole entry, looked up): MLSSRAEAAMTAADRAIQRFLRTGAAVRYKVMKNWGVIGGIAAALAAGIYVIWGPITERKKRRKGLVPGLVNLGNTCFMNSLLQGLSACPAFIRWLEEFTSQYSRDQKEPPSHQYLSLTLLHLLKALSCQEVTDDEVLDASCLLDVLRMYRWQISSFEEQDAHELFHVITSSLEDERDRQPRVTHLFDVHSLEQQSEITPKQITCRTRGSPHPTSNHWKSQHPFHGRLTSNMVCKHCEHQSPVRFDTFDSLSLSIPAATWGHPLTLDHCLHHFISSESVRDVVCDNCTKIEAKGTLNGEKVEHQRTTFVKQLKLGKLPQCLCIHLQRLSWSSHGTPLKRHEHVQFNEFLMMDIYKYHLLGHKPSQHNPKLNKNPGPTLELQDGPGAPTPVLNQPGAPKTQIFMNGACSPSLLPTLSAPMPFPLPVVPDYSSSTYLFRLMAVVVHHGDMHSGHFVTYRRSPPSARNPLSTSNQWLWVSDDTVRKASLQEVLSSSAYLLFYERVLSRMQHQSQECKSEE
USP10 inh: human USP10 deubiquitinase inhibition | 47,000 compounds, 1.1% hits | AID 1645856 | inhibition, % at 20 µM | purified USP10, Ub-rhodamine fluorescence, 60 min
USP17 block: blocks human USP17 ubiquitin-rhodamine cleavage; A8MUK1; inhibition, % at 50 µM; purified USP17, Ub-rhodamine cleavage fluorescence, 3 h; 47,000 compounds, 6.5% hits
USP8 block: inhibitors of human USP8 deubiquitinase | P40818 | purified USP8, Ub-rhodamine cleavage fluorescence, 30 min | inhibition, % at 20 µM | 47,000 compounds, 4.2% hits
OTUD3 inh: inhibitors of human OTUD3 deubiquitinase; inhibition, % at 25 µM; 47,000 compounds, 0.7% hits; Q5T2D3; purified OTUD3, Ub-rhodamine fluorescence, 2 h
Target sequence (Q5T2D3 whole entry, looked up): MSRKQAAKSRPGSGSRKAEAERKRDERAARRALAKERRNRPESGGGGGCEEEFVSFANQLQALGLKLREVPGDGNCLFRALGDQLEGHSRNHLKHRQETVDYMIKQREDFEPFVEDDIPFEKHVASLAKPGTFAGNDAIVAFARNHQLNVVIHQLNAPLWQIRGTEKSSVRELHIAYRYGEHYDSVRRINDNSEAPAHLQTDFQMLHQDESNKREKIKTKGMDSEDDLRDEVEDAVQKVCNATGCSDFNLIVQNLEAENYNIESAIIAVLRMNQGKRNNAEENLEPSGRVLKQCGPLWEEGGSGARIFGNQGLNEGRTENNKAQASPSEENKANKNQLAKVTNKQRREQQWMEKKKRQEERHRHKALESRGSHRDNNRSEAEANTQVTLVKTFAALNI
UCHL1 block: inhibitors of human UCHL1 deubiquitinase; P09936; purified UCHL1, Ub-rhodamine cleavage fluorescence; inhibition, % at 20 µM; 47,000 compounds, 0.2% hits
USP28 inh: inhibitors of human USP28 deubiquitinase; Q96RU2; inhibition, % at 25 µM; purified USP28, Ub-rhodamine cleavage fluorescence, 30 min; AID 1645857; 47,000 compounds, 3% hits
USP7 block: blocks human USP7 ubiquitin-rhodamine cleavage; Q93009; purified USP7, Ub-rhodamine cleavage fluorescence; inhibition, % at 20 µM; 47,000 compounds, 0.3% hits; AID 1645854
The depositor's hits bear a star; x = not tested or not shown. No stated cut-off is given here; in the data, active means inhibition above about 30%; inactive means the rest.

USP7 block | OTUD3 inh | USP8 block | USP10 inh | USP17 block | USP28 inh | USP30 block | UCHL1 block | SMILES
-2 | -6 | -6 | 1 | -10 | -3 | -2 | -4 | O=C(CSc1nnc(-c2ccccc2)o1)Nc1ccc2c(c1)OCCCO2
0 | 0 | -5 | 1 | -4 | -3 | 6 | -1 | CCn1cc(C(=O)N2CC[C@H]3NC(=O)c4ccccc4OCC/C=C/C[C@H]3C2)cn1
-121 | 1 | 6 | 6 | 2 | 5 | 20 | 3 | CC(C)(C)CC(=O)N1CCC(c2nc3c(nnn3Cc3ccccc3Cl)c(=O)[nH]2)CC1
-15 | 11 | 3 | 2 | 18 | -2 | 15 | 0 | CC(CCc1ccccc1)NC(=O)CSc1nnc2n(-c3ccccc3)c(=O)c3ccccc3n12 (stereo not given)
3 | 12 | 14 | 4 | 0 | -1 | -3 | 1 | COc1ccc(C(=O)Nc2cc(=O)[nH]c3nc(Cc4ccccc4)nn23)cc1
-2 | -14 | 0 | -5 | -15 | -16 | -8 | -3 | CCn1c(=O)c(CCC(=O)N2CCN(C)CC2)c(C)c2c(C)nn(-c3ccccc3)c21
4 | 12 | 21 | 2 | 14 | 4 | 3 | 1 | COc1ccc(NC(=O)CSc2nc3c(c(=O)[nH]2)CCC3)cc1Cl
3 | 10 | 7 | -1 | -5 | -1 | -1 | 4 | CN1C(=O)C2(CCN(S(=O)(=O)c3ccccc3)C2)c2ccccc21 (stereo not given)
11 | 9 | 24 | 16 | 11 | 11 | 27 | 0 | Cc1cc(C)c2nc(NC(=O)c3cc(-c4ccc(C)c(F)c4)on3)sc2c1
-39 | 0 | 10 | 3 | x | 14 | 0 | 4 | Cn1cc(C2c3ccccc3C(=O)N2CC(=O)NCc2ccc(F)cc2)c2ccccc21 (stereo not given)
5 | 0 | 6 | 0 | 9 | 0 | -1 | 0 | COc1cccc(-c2noc(-c3nn(-c4ccc(Cl)cc4)c(=O)c4ccccc34)n2)c1
-6 | -12 | -8 | -4 | -10 | -10 | -37 | -7 | COc1ccccc1NC(=O)Cn1c(=O)n(C2CC2)c(=O)c2nscc21
-4 | -7 | -9 | -1 | -27 | 4 | -22 | 2 | N#Cc1cccc(CN2C[C@@H]3OCC(=O)N(c4ccccc4)[C@@H]3C2)c1
3 | -33 | -24 | -6 | -29 | -44 | -287 | -4 | Cc1cc(C)cc(NC(=O)CSc2oc(-c3ccco3)nc2S(=O)(=O)c2ccc(F)cc2)c1
1 | 8 | -25 | -2 | 7 | 1 | 4 | 2 | COc1ccc(-c2nnc(-c3ccc(-n4ccnc4)nc3)o2)c(OC)c1
3 | 6 | -97 | -1 | -13 | 3 | 5 | 1 | Cc1nc2ccccc2c(=O)n1-c1ccc(F)c(NC(=O)c2ccccc2[N+](=O)[O-])c1
0 | 2 | -19 | 2 | -9 | -7 | -6 | 0 | Cc1nnc(-c2c(C)[nH]c(C)c2S(=O)(=O)NC2CCCC2)o1
-5 | -29 | -23 | -2 | -7 | -30 | -147 | -11 | Cn1c(/C(C#N)=C/c2cn(-c3ccccc3)nc2-c2cccnc2)nc2ccccc21
6 | 10 | 22 | 2 | 17 | 9 | 24 | 5 | O=C1CC2(CCCC2)CC(=O)N1c1ccc(Oc2ccccc2)cc1
6 | 12 | 3 | 2 | 33* | 6 | 15 | 1 | O=C(CSc1nnc(-c2sccc2-n2cccc2)o1)c1ccc(Cl)cc1

By substructure: the entries above containing a Cl atom (four)
USP7 block | OTUD3 inh | USP8 block | USP10 inh | USP17 block | USP28 inh | USP30 block | UCHL1 block | SMILES
-121 | 1 | 6 | 6 | 2 | 5 | 20 | 3 | CC(C)(C)CC(=O)N1CCC(c2nc3c(nnn3Cc3ccccc3Cl)c(=O)[nH]2)CC1
4 | 12 | 21 | 2 | 14 | 4 | 3 | 1 | COc1ccc(NC(=O)CSc2nc3c(c(=O)[nH]2)CCC3)cc1Cl
5 | 0 | 6 | 0 | 9 | 0 | -1 | 0 | COc1cccc(-c2noc(-c3nn(-c4ccc(Cl)cc4)c(=O)c4ccccc34)n2)c1
6 | 12 | 3 | 2 | 33* | 6 | 15 | 1 | O=C(CSc1nnc(-c2sccc2-n2cccc2)o1)c1ccc(Cl)cc1

The listing picks up; the six compounds before the break are reprinted first.
USP7 block | OTUD3 inh | USP8 block | USP10 inh | USP17 block | USP28 inh | USP30 block | UCHL1 block | SMILES
1 | 8 | -25 | -2 | 7 | 1 | 4 | 2 | COc1ccc(-c2nnc(-c3ccc(-n4ccnc4)nc3)o2)c(OC)c1
3 | 6 | -97 | -1 | -13 | 3 | 5 | 1 | Cc1nc2ccccc2c(=O)n1-c1ccc(F)c(NC(=O)c2ccccc2[N+](=O)[O-])c1
0 | 2 | -19 | 2 | -9 | -7 | -6 | 0 | Cc1nnc(-c2c(C)[nH]c(C)c2S(=O)(=O)NC2CCCC2)o1
-5 | -29 | -23 | -2 | -7 | -30 | -147 | -11 | Cn1c(/C(C#N)=C/c2cn(-c3ccccc3)nc2-c2cccnc2)nc2ccccc21
6 | 10 | 22 | 2 | 17 | 9 | 24 | 5 | O=C1CC2(CCCC2)CC(=O)N1c1ccc(Oc2ccccc2)cc1
6 | 12 | 3 | 2 | 33* | 6 | 15 | 1 | O=C(CSc1nnc(-c2sccc2-n2cccc2)o1)c1ccc(Cl)cc1
0 | 14 | 13 | 5 | 1 | 11 | 18 | 2 | COc1ccc(S(=O)(=O)c2nnn(-c3ccc(Cl)cc3)c2C)cc1
-11 | 12 | -149 | -2 | 23 | 16 | 15 | 2 | Cc1cc(Cl)ccc1NC(=O)CCc1nc(CSc2nnc(-c3ccco3)o2)no1
6 | 6 | 48* | 19 | 51* | 47* | 83* | 2 | CCCOc1cccc(C(=O)Nc2ccc(-n3cnnn3)cc2)c1
-2 | 3 | 0 | 0 | 4 | 1 | 2 | 0 | CCOc1ccc(S(=O)(=O)NC(C)C(=O)N2CCCCCC2)cc1C (stereo not given)
-71 | -3 | -16 | 15 | 17 | 23 | 33* | 4 | CC(CCc1ccccc1)NCc1c(C(=O)O)n(Cc2ccccc2F)c2ccccc12 (stereo not given)
1 | -2 | -4 | -3 | -8 | -10 | -3 | -2 | Cc1ccc(CNc2nc(N3CCN(CCO)CC3)nc3c2cnn3C)cc1
0 | 4 | -13 | -2 | -4 | 0 | 0 | 0 | Cc1cc2nc(C3CCCCN3C(=O)c3ccnn3C)ccn2n1 (stereo not given)
1 | 3 | -27 | -1 | -2 | 0 | -7 | -1 | COc1ccc(-c2nc3ccccc3c(C(=O)NCCN3CCOCC3)c2C)cc1
0 | 4 | -3 | 2 | 3 | 0 | -4 | -1 | CC1(C)CC(=O)c2cnc3c(C(=O)NCc4ccc5c(c4)OCO5)cnn3c2C1
-10 | -16 | -26 | -3 | -27 | -15 | -79 | -8 | CC(=O)N1CCCC(Cc2cc(-c3ccccc3F)no2)(C(=O)O)C1 (stereo not given)
-3 | -8 | -8 | -3 | -2 | -6 | -18 | 0 | CCC(Nc1ccc(F)cc1)C(=O)Nc1cc(C)on1 (stereo not given)
-1 | -3 | 0 | 0 | -56 | x | x | -5 | Cc1cccnc1Nc1cccc(C2CCCN2)n1 (stereo not given)
-1 | 1 | -8 | -2 | -28 | x | x | -2 | Cc1nc2c(c(=O)[nH]1)CCN(CC1CCCCC1)C2
0 | 1 | 14 | -10 | x | -5 | 0 | -2 | O=C(CNc1nc(CN2CCOCC2)nc2sc3c(c12)CCCC3)Nc1cc(Cl)ccc1Cl
0 | 13 | 0 | 4 | 4 | 7 | 8 | 4 | CC(=O)CCSc1nnc(-c2c[nH]c3ccccc23)n1C1CC1
3 | -4 | 6 | 4 | 9 | -1 | 1 | -1 | COc1ccc(CNC(=O)c2ccccc2C(=O)c2ccc3c(c2)NC(=O)CO3)cc1
-2 | -9 | -3 | -1 | 4 | -7 | -10 | -5 | C=C(NC(C)=O)C(=O)CCC(N)=O
-1 | -1 | -8 | -1 | -2 | -2 | -9 | 0 | O=C(c1cccc(Nc2ncccn2)c1)N1CCOCC2(C1)CN(c1ccccc1)C(=O)O2 (stereo not given)
4 | 11 | 15 | 0 | 14 | 19 | 25 | -2 | CC1CCCN(C(=O)CN2C(=O)C3CCCN3C(=O)c3cc(F)ccc32)C1 (stereo not given)
1 | 6 | 9 | 2 | 21 | 15 | 19 | -5 | CC(=O)c1sc(NS(=O)(=O)c2ccc(C)cc2)nc1-c1ccccc1
2 | -8 | -19 | 1 | -4 | -13 | -17 | -3 | Cc1ccc(C(=O)N2CCC(c3cc(-c4ncc[nH]4)nc(C)n3)CC2)cn1
-39 | 6 | 12 | 1 | 7 | 8 | 15 | 0 | COc1ccc(C(C)=O)cc1CN1C(=O)NC2(CCCc3ccccc32)C1=O (stereo not given)
-12 | -21 | -3 | -2 | -15 | -11 | -34 | 0 | CCN(C(=O)CSc1nnc(Cc2cccc3ccccc23)n1C1CCCCC1)C1CCS(=O)(=O)C1 (stereo not given)
0 | -17 | -2 | 2 | 10 | 1 | -2 | 5 | COc1ccnc(NCC(c2ccccc2)c2c[nH]c3ccccc23)n1 (stereo not given)
-10 | 12 | 2 | -9 | 0 | -3 | 14 | 1 | Cc1ccc(-c2csc3ncnc(NCCCN4CCOCC4)c23)cc1
-9 | -14 | -274 | -6 | -47 | -24 | -76 | -6 | CCNc1cc(N2CCCC(CCC(=O)NCc3cccc(F)c3)C2)ncn1 (stereo not given)
-2 | -6 | 0 | -3 | -3 | -9 | -1 | 1 | COc1cc(C2CCN(C(=O)NCc3cccnc3)CC2)on1
0 | -1 | -31 | -2 | -3 | -1 | 2 | 0 | CCc1ccc(NC(=O)N2CC[C@H]3N(C(C)=O)CC[C@@]3(C(=O)N3CCCC3)CC2)cc1
-1 | -9 | 2 | -3 | -5 | -13 | -53 | -1 | CC1(C)Cc2c(sc3nc(SCc4ccccc4)nc(N4CCCC4)c23)CO1
1 | 1 | -23 | 13 | -5 | -10 | -32 | -3 | COc1ccc2cc(C(=O)N3CCC(C(C)C(=O)NCc4ccc(F)cc4)CC3)[nH]c2c1 (stereo not given)
2 | 1 | -35 | 0 | x | -6 | -1 | 0 | Cc1nc2cc(NC(=O)c3ccc(N4CCCC4)nn3)ccc2s1
0 | 4 | 12 | 0 | 3 | 3 | 8 | 0 | CCOc1ccc2nc3c(cc2c1)CN(C1CC1)C(=O)CO3
2 | 10 | 55* | -1 | 15 | 15 | 4 | 3 | O=C(Cc1nnc(-c2cnccn2)o1)Nc1ccc(C(F)(F)F)cc1
1 | 1 | -7 | -1 | 32* | x | x | -2 | Oc1ccc(-c2nc3c4cnn(-c5ccc(Cl)cc5)c4ncn3n2)cc1
2 | 4 | 16 | -2 | 0 | 6 | 8 | -1 | O=C(Cc1ccc(Cl)cc1)N1CCC2(CN(Cc3ccc(O)cc3)C2)C1
-12 | -10 | 4 | -4 | -5 | -6 | -28 | -1 | Cc1ccc(CNC(=O)COC(=O)C(NC(=O)c2ccc(C)cc2)C(C)C)cc1 (stereo not given)
6 | 20 | 43* | 7 | 11 | 15 | 27 | 0 | Cc1ccc(-c2cn3ccn(-c4ccc(C)cc4C)c(=O)c3n2)cc1
6 | 0 | -5 | 3 | -2 | x | x | 7 | Cn1ncc2c(C(=O)Nc3ccccn3)cc(C3CC3)nc21
-30 | -8 | 0 | -3 | -10 | -15 | -7 | -2 | CC1CCN(C(=O)C2CCC3(CC2)CNC(=O)c2cc(Cl)ccc2O3)CC1 (stereo not given)
11 | 15 | 27 | -7 | 12 | 22 | 38* | 4 | Cc1cc(NCC(=O)Nc2ccc(Cl)cc2)n2nc(-c3cccnc3)nc2n1
-20 | -23 | -11 | -10 | -26 | -26 | -100 | -12 | Cc1nc(-c2ccc3c(c2)nnn3CCN2CCCCC2)no1
0 | -1 | -17 | -1 | -3 | 0 | 9 | 0 | Cc1nn(-c2cc(N3CCCC3)ncn2)c(C)c1CCC(=O)NCCc1ccccc1
2 | 13 | 22 | 1 | 5 | 14 | 6 | 0 | Cc1ccc(S(=O)(=O)N[C@@H](C)C(=O)N2CCC(C(=O)N[C@@H](Cc3ccccc3)C(=O)O)CC2)cc1
-31 | -64 | -16 | -5 | -36 | -72 | -284 | -29 | O=C(c1c2c(NCC3CC3)ncnc2n2ccccc12)N1CCOCC1
-5 | -6 | -14 | -4 | -2 | -4 | -23 | -1 | Cc1ccccc1NC(=O)Cn1cccc(S(=O)(=O)N2CCCC2)c1=O

An excerpt of these results, with values under each structure.
The line under a structure holds: USP7 block | OTUD3 inh | USP8 block | USP10 inh | USP17 block | USP28 inh | USP30 block | UCHL1 block
- Cc1nn(-c2cc(N3CCCC3)ncn2)c(C)c1CCC(=O)NCCc1ccccc1
 : 0 | -1 | -17 | -1 | -3 | 0 | 9 | 0
- Cc1ccc(S(=O)(=O)N[C@@H](C)C(=O)N2CCC(C(=O)N[C@@H](Cc3ccccc3)C(=O)O)CC2)cc1
 : 2 | 13 | 22 | 1 | 5 | 14 | 6 | 0
